# Fam108B counter: counter-screen for RBBP9 inhibitors: inhibitors of mouse Fam108B; recombinant Fam108B, FP-Rh probe fluorescence polarization; inhibition, % at 9.51 µM; hit rate 0.33% among 300,000; AID 1947;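 active = inhibition above the screen mean inhibition plus 3 SD, computed separately per campaign, cut at about 18% in these data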;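 also: inhibitors lower polarization as less probe binds the enzyme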
# VLA-4 inh: inhibition in a human VLA-4 binding assay; hit rate 0.2% among 330,000; P13612; inhibition, % (about 7 µM as worked out from the volumes in the protocol); AID 2557; VLA-4 expressing cells, ligand binding flow cytometry; in the data active = inhibition above about 50%
# MEX-5 binding: C. elegans MEX-5 TCR-2 RNA binding activity | Q9XUB2 | MEX-5/FITC-TCR2 RNA binding, fluorescence polarization; active compounds read low | activity score (negative = inhibition of binding), % at 10 µM | hit rate 0.38% among 300,000 | AID 1832;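 active = inhibition past about -25% in most replicates, and total fluorescence under double the plate's negative control median, limit read from the data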;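 also: 0% = DMSO and -100% = 5 µM competing unlabeled TCR2 RNA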
# Target sequence (Q9XUB2 whole entry, looked up): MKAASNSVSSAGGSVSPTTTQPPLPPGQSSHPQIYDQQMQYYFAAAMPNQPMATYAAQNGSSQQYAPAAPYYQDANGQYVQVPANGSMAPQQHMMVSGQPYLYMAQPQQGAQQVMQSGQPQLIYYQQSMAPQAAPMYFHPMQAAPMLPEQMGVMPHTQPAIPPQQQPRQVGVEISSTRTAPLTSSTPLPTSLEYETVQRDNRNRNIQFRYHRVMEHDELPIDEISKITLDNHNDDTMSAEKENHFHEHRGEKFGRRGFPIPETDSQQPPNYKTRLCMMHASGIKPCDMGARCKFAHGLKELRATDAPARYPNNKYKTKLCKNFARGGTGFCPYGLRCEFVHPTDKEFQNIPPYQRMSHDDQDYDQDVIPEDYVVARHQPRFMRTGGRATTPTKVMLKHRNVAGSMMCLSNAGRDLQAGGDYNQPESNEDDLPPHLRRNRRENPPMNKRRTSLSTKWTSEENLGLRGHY
# BCLXL inh: inhibitors of human Bcl-xL. Q07817. GST-Bcl-xL / FITC-Bim BH3 peptide fluorescence polarization. inhibition, % at 10.9 µM. hit rate 0.7% among 320,000;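 active = inhibition above the mean of all tested compounds plus 3 SD, cutoff set per campaign, cut at about 30% in these data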;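 also: 0% = DMSO wells and 100% = unlabeled Bim-BH3 peptide competitor; inhibitors lower millipolarization by displacing the labeled peptide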
# MCL1 BIM primary: disrupts human MCL1 binding to BIM-BH3 peptide; inhibition, % at 10.9 µM; hit rate 0.68% among 320,000; AID 2057; Q07820; GST-MCL1 / FITC-Bim-BH3 fluorescence polarization;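 active = inhibition above the mean inhibition of all tested compounds plus 3 SD, set per campaign, cut at about 40% in these data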;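 also: 0% = DMSO wells and 100% = unlabeled Bim-BH3 peptide control; higher means more loss of mP so more displacement of Bim peptide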
# CIT2 TOR yeast: yeast TOR pathway CIT2-GFP modulation | S. cerevisiae CIT2-GFP strain, flow cytometry, 3 h; 100 means same as DMSO wells | AID 2029 | GFP response vs DMSO, % at 10 µM | hit rate 0.065% among 320,000;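 active = GFP response relative to DMSO above a set limit, near the screen mean plus 3 SD, cut at about 150% in these data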;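 also: ratio of well median GFP fluorescence to mean of DMSO wells on the plate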
# GRK2 aptamer HTS: inhibitors of human GRK2 displacing RNA aptamer. bead flow cytometry, FAM-aptamer displacement from GRK2. P25098. inhibition of aptamer binding, % at 10 µM. hit rate 0.59% among 330,000;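 active = inhibition of aptamer binding above 40%, roughly 3 SD of noise, on plates passing a quality check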;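 also: median bead fluorescence of bound FAM aptamer so fluorescent compounds give negative values; no value below 0 was filed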
# AGP1-GFP MLPCN: yeast TOR pathway AGP1-GFP modulation | S. cerevisiae AGP1-GFP multiplex flow cytometry, 3 h; GFP as percent of DMSO wells | GFP response vs DMSO, % at 10 µM | hit rate 0.02% among 320,000 | AID 2066;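 active = GFP response relative to DMSO above a set limit, near screen average plus 3 SD, cut at about 150% in these data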;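 also: median GFP channel fluorescence of the gated AGP1 strain per well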
# GLD-1 RNA inh: GLD-1-TGE RNA interaction inhibition (C. elegans) | Q17339 | purified GLD-1 + fluorescein TGE RNA, fluorescence polarization | inhibition, % at 5.96 µM | hit rate 0.44% among 320,000 | AID 2280;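 active = percent inhibition above a per-plate cutoff, the plate mean of test compounds plus 3 SD, cut at about 30% in these data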;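 also: 0% = DMSO wells with GLD-1 and probe and 100% = wells lacking GLD-1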
# Target sequence (Q17339 whole entry, looked up): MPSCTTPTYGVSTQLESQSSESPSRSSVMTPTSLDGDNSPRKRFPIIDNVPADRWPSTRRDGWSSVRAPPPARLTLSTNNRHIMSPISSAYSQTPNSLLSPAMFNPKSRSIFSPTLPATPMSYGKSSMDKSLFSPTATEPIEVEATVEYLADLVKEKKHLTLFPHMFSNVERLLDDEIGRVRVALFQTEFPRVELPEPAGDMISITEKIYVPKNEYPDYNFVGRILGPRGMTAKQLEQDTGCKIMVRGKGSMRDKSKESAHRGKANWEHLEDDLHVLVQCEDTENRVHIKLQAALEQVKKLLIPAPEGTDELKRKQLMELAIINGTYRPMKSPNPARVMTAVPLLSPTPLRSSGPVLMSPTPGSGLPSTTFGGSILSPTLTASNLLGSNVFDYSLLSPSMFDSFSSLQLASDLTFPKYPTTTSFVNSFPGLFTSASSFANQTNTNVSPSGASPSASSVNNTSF
# * = called active by the depositor; / = not tested or not shown.
SMILES,Fam108B counter,VLA-4 inh,MEX-5 binding,BCLXL inh,MCL1 BIM primary,CIT2 TOR yeast,GRK2 aptamer HTS,AGP1-GFP MLPCN,GLD-1 RNA inh
CC1(C)CC(=O)C=C(Nc2ccc(Br)cn2)C1,0,10,-0.7,2,3,98,0,101,3
COc1cccc(C(=O)NNC2=C(C(=O)C(F)(F)F)CCC2)c1,2,8,-0.6,1,4,98,0,104,-1
CCOC(=O)C(C)n1cnc2sc(C)c(C)c2c1=O (centres undefined),0,-8,-0.8,0,4,100,0,108,-4
N/C(Cc1ccc([N+](=O)[O-])cc1)=N\OC(=O)c1cccc(Br)c1,3,-1,-1.1,0,7,106,0,82,5
CC(=O)N1CCN(C23CC4CC(CC(C4)C2)C3)CC1,0,7,-1.8,4,14,106,0,101,5
O=C(NNC(=O)C1CC=CCC1C(=O)O)c1cccs1 (centres undefined),-1,7,0.2,1,0,96,1,105,-3
O=C(CCS(=O)(=O)c1ccc(Cl)cc1)N1CCN(c2ccc(F)cc2)CC1,/,-8,/,2,5,92,0,94,-1
CNc1nc(Cl)nc(Nc2ccccc2)n1,-1,-8,-2.3,5,-2,88,2,91,2
NC(=O)c1ccccc1OCCOCCOCCOc1ccccc1C(N)=O,-5,3,-0.5,8,11,105,1,108,3
COc1cccc(NC(=O)c2ccccc2F)c1,4,-5,/,3,3,69,1,75,1
CCOC(=O)C(NC(C)=O)(Nc1ccc(S(=O)(=O)Nc2ncccn2)cc1)C(F)(F)F (centres undefined),1,3,-0.5,4,7,86,0,88,3
CC(C)c1nc2sc3c(c2c(=O)o1)CCCC3,11,-13,3.0,1,4,121,0,115,2
O=C(c1ccc([N+](=O)[O-])o1)N1CCc2ccccc2C1,-2,5,-0.4,0,7,95,0,105,1
COc1ccc(-n2c(SCC(=O)Nc3ccc(C(N)=O)cc3)nc3ccccc3c2=O)cc1OC,0,6,-0.5,3,-7,99,0,100,0
CCC(C)COC(=O)c1ccc(C(=O)O)cc1 (centres undefined),-3,5,-0.6,0,-2,115,0,95,-3
CCOC(=O)C1=C(CSc2nc(C)cc(C)c2C#N)OC(N)=C(C#N)C1c1cccs1 (centres undefined),0,-9,/,6,4,100,0,100,-8
CCOc1ccc(N(Cc2cc3cc(C)ccc3[nH]c2=O)S(=O)(=O)c2ccccc2)cc1,-5,2,-1.3,0,-1,96,3,105,1
CCOC(=O)C1(CCOC)CCN(Cc2ccc(C(=O)OC)cc2)CC1,2,0,0.8,5,-3,97,0,102,-3
N#CCN1C(=O)C(=O)N(Cc2cccc(C(F)(F)F)c2)C1=O,3,-7,0.5,5,-3,123,4,105,2
Cc1c(Cl)cccc1NC(=S)NC1CC1,3,35,-0.5,2,7,105,0,100,-2
CCc1ccc2nc(N)sc2c1,-3,-4,-0.3,1,1,85,0,95,-3
CCC(Nc1nc(-c2ccccc2)nc2ccccc12)C(=O)O (centres undefined),-1,-6,1.7,7,10,103,0,104,1
O=C(c1cccc([N+](=O)[O-])c1)c1cc2ccccc2o1,1,9,2.3,3,-3,109,14,113,-2
COc1ccc(NC(=O)C(=O)N/N=C/c2cc(C)n(-c3cccc(Cl)c3Cl)c2C)c(OC)c1,-4,1,-6.0,2,-1,90,0,90,-5
CCOC(=O)c1cc(NC(=O)N(C(C)C)C2CCCCC2)c(C)nc1C,-1,-1,-2.6,-1,-4,106,0,103,1
O=C(CN(Cc1ccccc1)C(=O)c1ccco1)NCc1ccc(F)cc1,-1,11,1.3,4,9,87,0,85,2
O=C(O)c1ccc(S(=O)(=O)c2ccc3c(c2)C(=O)N(c2ccc(O)cc2)C3=O)cc1,-3,2,0.6,0,-13,99,3,102,10
Cc1cccc(NC(=O)CSc2nc(C)c(Cc3ccccc3)c(=O)[nH]2)c1C,2,-12,-1.0,4,8,/,4,82,4
CCn1c(SCC(=O)Nc2ccc3[nH]c(=O)[nH]c3c2)nnc1-c1ccccc1,-6,5,-6.5,-10,-12,110,0,96,3
Nc1ccnc(C(F)(F)F)c1C(=O)c1ccccc1,0,2,-0.6,1,5,102,0,104,2
O=Cc1c(NCCN2CCOCC2)c2ccccc2[nH]c1=O,7,-2,-0.5,-1,3,102,0,102,9
COC(=O)Cc1c(O)ccn(Cc2cccc3ccccc23)c1=O,-1,-3,-1.1,3,-3,86,3,82,0
O=C(NCc1ccccc1Cl)C(=O)c1c[nH]c2ccccc12,-5,6,-1.0,3,2,93,0,98,6
COc1ccccc1NC(=O)Cn1cncc1-c1ccc([N+](=O)[O-])cc1,-6,-16,-0.7,-1,2,97,0,99,2
Cc1ccc(OCc2nnc(N)s2)cc1C,-3,-6,0.6,-3,2,89,4,99,-6
Cc1ccccc1CC1(CO)CCCN(Cc2nc(-c3cccs3)oc2C)C1 (centres undefined),-3,11,-1.8,3,-6,111,0,105,-5
Cc1cc(NC2C3CC4CC(C3)CC2C4)n2nnnc2n1 (centres undefined),-3,-3,-3.2,1,2,91,2,95,8
CC(NC(=O)c1ccc(F)cc1)c1nc2ccccc2n1Cc1ccccc1F (centres undefined),-3,10,-1.5,-3,0,101,0,99,4
Cc1ccc2c(c1)-n1c(nc3cc(F)ccc3c1=O)C(Cc1ccc(O)cc1)NC2=O (centres undefined),/,-8,/,/,/,88,0,101,1
CCOC(=O)C1CCN(C(c2ccccn2)c2c(C)[nH]c3ccccc23)CC1 (centres undefined),1,5,-4.5,4,6,101,4,102,7

# Arranged by SMILES length (low to high): part of the list above.
SMILES,Fam108B counter,VLA-4 inh,MEX-5 binding,BCLXL inh,MCL1 BIM primary,CIT2 TOR yeast,GRK2 aptamer HTS,AGP1-GFP MLPCN,GLD-1 RNA inh
CC(C)c1nc2sc3c(c2c(=O)o1)CCCC3,11,-13,3.0,1,4,121,0,115,2
CCC(Nc1nc(-c2ccccc2)nc2ccccc12)C(=O)O (centres undefined),-1,-6,1.7,7,10,103,0,104,1
O=C(NCc1ccccc1Cl)C(=O)c1c[nH]c2ccccc12,-5,6,-1.0,3,2,93,0,98,6
O=C(c1ccc([N+](=O)[O-])o1)N1CCc2ccccc2C1,-2,5,-0.4,0,7,95,0,105,1
COc1ccc(NC(=O)C(=O)N/N=C/c2cc(C)n(-c3cccc(Cl)c3Cl)c2C)c(OC)c1,-4,1,-6.0,2,-1,90,0,90,-5

# The list goes on:
SMILES,Fam108B counter,VLA-4 inh,MEX-5 binding,BCLXL inh,MCL1 BIM primary,CIT2 TOR yeast,GRK2 aptamer HTS,AGP1-GFP MLPCN,GLD-1 RNA inh
Cc1ccc(S(=O)(=O)n2nc(C)c(C#N)c2N)cc1,2,34,-0.6,2,10,105,1,102,-2
CC(C)C1COS(=O)(=O)NC1CC(=O)SC(C)(C)C (centres undefined),0,1,-1.3,6,17,80,0,82,2
O=C(NNc1ccccc1)C(CCO)C(=O)NNc1ccccc1,-3,6,-5.4,10,2,103,4,102,8
Cc1ccc(S(=O)(=O)N2CCCN(C(=O)CNC(=O)c3cccc(C)c3)CC2)cc1,/,6,/,-1,6,94,0,88,-1
O=C(COc1ccccc1/C=C1\SC(=S)NC1=O)Nc1ccc(F)cc1,/,-1,/,/,/,111,1,97,-5
O=C(Sc1cccc2cccnc12)c1ccccc1Br,-3,13,0.7,8,4,89,0,82,-2
COC(=O)c1sc(N)c(C(=O)OC)c1CSc1nnc(-c2ccccc2Cl)n1C,0,-9,1.9,-10,-12,113,1,110,5
CN(C)CCCN(C(=O)C1=COCCO1)c1nc2ccc(Br)cc2s1,1,34,1.6,-1,-1,99,0,111,-3
CC1CC(NS(=O)(=O)c2cc3c4c(c2)CCN4C(=O)CC3)CC(C)(C)C1 (centres undefined),5,-1,-0.1,4,6,98,0,99,3
Cc1ccc(Nc2c(F)c(F)c(F)c(F)c2C(=O)O)cc1,2,12,1.0,4,4,99,4,103,2
C[C@@]12C(=O)Nc3cc(F)c(F)cc3C(=O)N1[C@H]1c3cc(Cl)ccc3OC[C@@H]1[C@@H]2c1ccccc1,/,6,/,/,/,86,1,94,3
CCCCn1c(N)c(N(CCC(C)C)C(=O)C2CC(=O)N(CCc3ccc(OC)c(OC)c3)C2)c(=O)[nH]c1=O (centres undefined),-2,12,-1.9,-9,-12,103,0,110,-1
CC(C(=O)N(C)Cc1ccccc1)N1CCN(C/C=C/c2ccccc2)CC1 (centres undefined),-1,6,-0.7,2,-5,99,1,104,-2
O=C(CN1C(=O)NC2(CCCc3ccccc32)C1=O)NCc1ccc(Cl)cc1Cl (centres undefined),-3,9,-1.4,-3,-19,90,4,92,6
CCOc1ccc(C(=O)CCC(=O)Nc2ccccc2C)cc1,/,-1,2.7,/,/,98,5,101,/
CSc1ccccc1C(=O)NC1CCCN(Cc2ccccc2F)C1 (centres undefined),2,6,0.4,6,2,101,0,99,0
O=S(=O)(c1ccc(-n2cnnn2)cc1)N1CCNCC1,3,5,-0.6,-6,-7,104,0,103,-6
CC(OC(=O)C1CCN(c2ccc(C(F)(F)F)cn2)CC1)C(=O)Nc1ccc(S(N)(=O)=O)cc1 (centres undefined),0,3,0.6,4,0,104,0,99,1
O=C(O)CCCNC(=O)CCCNC(=O)C(c1ccccc1)c1ccccc1,-1,-6,0.9,0,4,113,0,106,0
O=C(/C=C/c1ccccc1Cl)c1ccccc(=O)c1O,4,27,0.9,11,15,95,0,33,6
O=C(Nc1cccc([N+](=O)[O-])c1)C1CC(=O)N(C2CCCCC2)C1 (centres undefined),2,-3,2.3,1,-1,100,1,102,4
N=C1C(=O)OCC1c1ccccc1NC(=O)c1ccc(F)cc1 (centres undefined),0,9,1.0,2,3,97,0,96,1
CN1CCN(CC(=O)Nc2ccc(Cl)cc2Cl)CC1,2,11,1.6,4,3,98,0,101,-2
CC1(C)CC(=O)C(CC(=O)Nc2cc(C(F)(F)F)ccc2Cl)C(=O)C1,-1,-1,1.6,-1,1,82,0,98,8
Cc1nn(-c2ccccc2)c(C)c1NC(=O)COc1ccc([N+](=O)[O-])cc1,8,-19,-1.2,4,-1,86,0,103,12
C=CCN(c1ccccc1)S(=O)(=O)c1cccc(C(=O)NC2CCC(O)CC2)c1 (centres undefined),0,-7,-0.7,-3,-1,103,0,106,4
Cc1ccc(C)c(NS(=O)(=O)c2cc(C(=O)NCCSC3CCCCC3)ccc2C)c1,-39,-11,-2.0,-1,-2,99,0,98,-4
COc1cc(/C=C/C(=O)O)cc(S(=O)(=O)Nc2ccc3c(c2)OCO3)c1OC,-2,10,0.8,1,-3,94,3,106,-10
CCN(CC)CCCNC(=O)c1cc(Cl)c(NC(=O)C2=C(C)OCCS2)cc1OC,0,2,-0.7,3,1,100,0,94,-4
COC(=O)c1ccc(NC(=O)CN(c2ccc3c(c2)OCO3)S(C)(=O)=O)cc1,3,3,0.4,4,0,98,0,98,4
Cc1ccc(/C=C2\SC(=S)N(c3cccnc3)C2=O)cc1,-6,1,1.2,3,7,96,0,100,8
CCCCSCCCNC(=O)c1ccc2c(c1)N(CC)C(=O)c1ccccc1S2=O (centres undefined),0,-2,-2.5,7,4,99,47*,101,3
CCOc1ccc2c(C)nc(NC3=NC(C)(C)C=C(C)N3)nc2c1,-4,7,3.0,-2,-3,111,0,106,2
COc1ccccc1N(CC(=O)Nc1ccccc1C(=O)N1CCOCC1)S(C)(=O)=O,2,7,2.2,6,6,95,0,99,-6
NS(=O)(=O)OCCCCCc1ccccc1,4,-7,-0.1,2,2,90,2,93,3
COc1cccc(CNC(=O)c2nnn(CC(=O)Nc3c(C)cccc3C)c2N)c1,0,4,1.3,1,-5,101,1,99,-2

# Bioassay records: PubChem BioAssay, several laboratories
